Compound activity (PubChem BioAssay)
hDAT+cocaine: changed hDAT dopamine uptake under cocaine IC80, either direction, primary screen, cocaine antagonist project, cell-based, LLC-PK1 hDAT, [14C]-dopamine uptake, MLSMR. 110,000 compounds, 1.3% hits. LLC-PK1 hDAT cells, [14C]-dopamine uptake with cocaine IC80; actives deviate in either direction. B-score at 10 µM. AID 449768, 2010. Sodium-dependent dopamine transporter (Homo sapiens), Q01959;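 active = Z score or B-score, a plate-position-corrected score, falls beyond the plate's 99.7% confidence bounds, in either direction; inactive = both scores lie inside the 99.7% bounds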;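 also: scored against the spread of the other compound wells on the same plate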
Target sequence (Q01959 whole entry, looked up): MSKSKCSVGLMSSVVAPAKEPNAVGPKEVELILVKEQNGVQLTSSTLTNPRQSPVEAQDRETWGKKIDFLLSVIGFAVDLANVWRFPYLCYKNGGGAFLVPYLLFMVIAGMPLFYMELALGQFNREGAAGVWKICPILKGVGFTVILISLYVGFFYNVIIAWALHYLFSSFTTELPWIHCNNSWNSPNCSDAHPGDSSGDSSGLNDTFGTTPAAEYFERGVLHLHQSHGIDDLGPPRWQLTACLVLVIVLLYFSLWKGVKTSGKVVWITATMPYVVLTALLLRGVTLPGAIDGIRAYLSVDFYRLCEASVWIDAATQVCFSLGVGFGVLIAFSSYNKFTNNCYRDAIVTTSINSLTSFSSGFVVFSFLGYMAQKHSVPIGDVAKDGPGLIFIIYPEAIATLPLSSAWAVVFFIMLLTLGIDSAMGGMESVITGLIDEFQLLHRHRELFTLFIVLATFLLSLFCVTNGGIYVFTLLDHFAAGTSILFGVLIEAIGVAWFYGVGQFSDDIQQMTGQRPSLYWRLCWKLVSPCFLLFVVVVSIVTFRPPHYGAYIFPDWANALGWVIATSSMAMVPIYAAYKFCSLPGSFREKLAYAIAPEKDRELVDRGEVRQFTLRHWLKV
* marks the source's active call; other numbers are inactive results. A portion of the library; rates above refer to the full screens.

COC(=O)C1=C(C(=O)OC)[C@@H]2Nc3ccccc3[C@@]23C[C@@H](C(=O)OC)N(C(=O)c2cc(C)oc2C)C3=N1
  hDAT+cocaine = -0.832

COc1cc(NC(=O)c2cnc(N)s2)cc(C(=O)Nc2cccc(C(F)(F)F)c2)c1
  hDAT+cocaine = 0.609

COCCNC(=O)C(=O)NCC1OCCN1C(=O)c1ccc(Cl)cc1 (stereo unspecified)
  hDAT+cocaine = -0.191

O=C1Nc2ccc(Cl)cc2[C@@](C#CC2CC2)(C(F)(F)F)O1
  hDAT+cocaine = 1.55

COC(=O)C[C@H]1c2cc(C(F)(F)F)ccc2S(=O)(=O)N1Cc1ccccc1
  hDAT+cocaine = 0.0794

CCO[C@@H]1OC(C(=O)NC2CC2)=C[C@H](c2csc3ccccc23)[C@H]1CCCO
  hDAT+cocaine = 0.432

CN(C[C@H](Cc1ccccc1)N(C[C@@H](CC1CCCCC1)N(CCc1ccccc1)N=O)N=O)N=O
  hDAT+cocaine = -0.0848

C#C[C@]1(O)CC[C@H]2[C@@H]3[C@H](C)CC4=C(CCC(=O)C4)[C@H]3CC[C@@]21C
  hDAT+cocaine = -0.126

CC(=O)O[C@]1(C(C)=O)CC[C@H]2[C@@H]3C=C(Cl)C4=CC(=O)CC[C@]4(C)[C@H]3CC[C@@]21C
  hDAT+cocaine = -1.24

COc1ccc(NC(=O)c2ccc(-c3ccccc3Cl)o2)cc1
  hDAT+cocaine = 0.124

Next part; the last 3 above are carried over.
C#C[C@]1(O)CC[C@H]2[C@@H]3[C@H](C)CC4=C(CCC(=O)C4)[C@H]3CC[C@@]21C
  hDAT+cocaine = -0.126

CC(=O)O[C@]1(C(C)=O)CC[C@H]2[C@@H]3C=C(Cl)C4=CC(=O)CC[C@]4(C)[C@H]3CC[C@@]21C
  hDAT+cocaine = -1.24

COc1ccc(NC(=O)c2ccc(-c3ccccc3Cl)o2)cc1
  hDAT+cocaine = 0.124

O=C(C1=C[C@@H](C2CCCCC2)C[C@@H](OCc2ccc(CO)cc2)O1)N1CCOCC1
  hDAT+cocaine = 0.634

CCCCC1CCCOC(C(=O)NCCNCCO)(C(F)(F)F)C1 (stereo unspecified)
  hDAT+cocaine = -0.0359

Cc1ccc(-n2nnc(-c3cccnc3Cl)n2)cc1
  hDAT+cocaine = -0.0169

COC(C)(C)[C@H](O)COc1c2ccoc2cc2oc(=O)ccc12
  hDAT+cocaine = -0.52

CC1CCCCN1S(=O)(=O)c1cn(C)c(=O)n(C)c1=O (stereo unspecified)
  hDAT+cocaine = 0.379

COC/C=C/C1=CC2=CC(=O)C(C)(OC(=O)c3cnc4ccccc4n3)C(=O)C2=CN1Cc1ccc(OC)cc1 (stereo unspecified)
  hDAT+cocaine = -0.667

COc1cc2c(cc1O)CC[n+]1cc3c(OC)c(OC)ccc3cc1-2
  hDAT+cocaine = -0.285

CCO[C@H]1OC(C(=O)NCc2ccccc2)=C[C@@H](c2coc3ccccc3c2=O)[C@@H]1CCCO
  hDAT+cocaine = -0.104

Cn1c(-c2ccc3c(c2)OCO3)cc(=O)c2ccccc21
  hDAT+cocaine = 2.01

C#CCNC(=O)C1=C[C@@H](c2ccc3c(c2)OCO3)C[C@@H](OCc2ccc(CO)cc2)O1
  hDAT+cocaine = 0.821

COc1c(CC=C(C)C)cc(C2CC(=O)c3c(O)cc(O)cc3O2)c(CC=C(C)C)c1O (stereo unspecified)
  hDAT+cocaine = 0.408

CC1=C(CO)C(=O)OC([C@@H](C)C2CC[C@H]3C4C[C@H]5O[C@]56[C@@H](O)C=CC(=O)[C@]6(C)C4CC[C@]23C)C1 (stereo partly specified)
  hDAT+cocaine = -1.3

CCCNC(=O)c1onc(CSc2ccc(F)cc2)c1C(=O)NCCC
  hDAT+cocaine = 0.0802

O=C(C1=C[C@@H](C2CC2)C[C@@H](OCc2ccc(CO)cc2)O1)N1CCN(Cc2ccccc2)CC1
  hDAT+cocaine = 0.142

C[C@H](NC(=O)CCC1CCC(=O)N1)c1ccccc1 (stereo partly specified)
  hDAT+cocaine = -0.544

NC(=O)C1=C[C@H](c2coc3ccccc3c2=O)C[C@H](OCCCCO)O1
  hDAT+cocaine = -0.759

CCCCC1=CC2=C(c3ccco3)C(=O)C(C)(OC(=O)c3ccc(OC)cc3)C(=O)C2=CN1CCN1CCOCC1 (stereo unspecified)
  hDAT+cocaine = -0.197

NC(=O)C1CCN(c2ccc3c(c2)S(=O)(=O)c2ccccc2C3=O)CC1
  hDAT+cocaine = -0.61

O=C(Nc1ccccc1)c1ccc(-c2ccccc2Cl)o1
  hDAT+cocaine = 0.032

C#Cc1ccc([C@H]2C=C(C(=O)NCc3nc4ccccc4[nH]3)O[C@@H](OCC)[C@@H]2CCCO)cc1
  hDAT+cocaine = 4.18*

O=c1[nH]ccc2c(O)cccc12
  hDAT+cocaine = 1.69

O=C(c1ccoc1)N1CCC2(CC1)Oc1ccc(Cl)cc1C(=O)C21CC(c2cccnc2)=NO1 (stereo unspecified)
  hDAT+cocaine = 1.83

O=C(C1=C[C@H](c2ccc3c(c2)OCO3)C[C@H](OCc2ccc(CO)cc2)O1)N1CCN(Cc2ccc3c(c2)OCO3)CC1
  hDAT+cocaine = 1.06

CN1C[C@@H]2C(c3ccccc3)C3(c4ccc(C#N)cc4)CC2(C3)[C@H]1c1ccccc1 (stereo partly specified)
  hDAT+cocaine = 0.011

COc1ccc(C(CC(=O)N2CCOCC2)c2c(OC)cc(OC)c3ccc(=O)oc23)cc1 (stereo unspecified)
  hDAT+cocaine = 1.65

CCOCCn1c(SCc2ccccc2)nc2c1c(=O)[nH]c(=O)n2C
  hDAT+cocaine = -0.116

Cc1cccc(C2=NN(c3ccc(Br)cc3)[C@@H](C(=O)N3CCOC3=O)[C@@H]2c2ccc(F)cc2)c1
  hDAT+cocaine = -0.677

CC(C)(C)NCC(O)COc1cccc2[nH]c(=O)[nH]c12 (stereo unspecified)
  hDAT+cocaine = 0.068

COc1ccc(-c2csc(NC(=O)C3COc4ccccc4O3)n2)cc1OC (stereo unspecified)
  hDAT+cocaine = -0.415

Cc1ccc(C)c(NC(=S)NCc2ccc3[nH]c4c(c3c2)CCCC4)c1
  hDAT+cocaine = 0.281

CCCN1CCC(=O)N([C@H](CSc2ccc(OC)cc2)c2ccccc2)CC1
  hDAT+cocaine = -0.0227

C#CCNC(=O)C1=C[C@@H](c2ccccc2)C[C@@H](OCc2ccc(CO)cc2)O1
  hDAT+cocaine = -0.0328

CN1CCC(=O)N([C@H](CSc2ccc(Br)cc2)Cc2ccccc2)CC1
  hDAT+cocaine = 1.03

CC(C)(C)OC(=O)[C@H](Cc1ccccc1)NC(=O)c1[nH]cnc1C(=O)Nc1ccc(Cl)cc1
  hDAT+cocaine = -0.373

CCO[C@@H]1OC(C(=O)NCc2ccccc2)=C[C@H](c2ccc(Br)cc2)[C@H]1CCCO
  hDAT+cocaine = 0.373

C/C(=N/O)c1ccccn1
  hDAT+cocaine = -4.62*

COc1cc(CCCN2C(=S)NC[C@H]2Cc2ccc(O)cc2)cc(OC)c1OC
  hDAT+cocaine = 1.67

O=C(OCCN1CCOCC1)C1(c2ccccc2)CCCCC1
  hDAT+cocaine = 1.09

COc1cc2oc(-c3ccc(O)cc3)cc(=O)c2c(O)c1OC
  hDAT+cocaine = -0.0254

O=C1c2ccccc2S(=O)(=O)c2cc(N3CCN(C(=O)c4ccccc4)CC3)ccc21
  hDAT+cocaine = 1.15

COCCNC(=O)C1CC2Cn3c(nc4cc(Cl)c(Cl)cc43)C2N1C (stereo unspecified)
  hDAT+cocaine = -0.94

Cc1cc(C)cc(NC(=O)OCCN2CCN(Cc3ccccc3)CCC2=O)c1
  hDAT+cocaine = 1.27

CCC(=O)N1CCC2(CC1)Oc1ccc(F)cc1C(=O)C21CC(c2ccccc2)=NO1 (stereo unspecified)
  hDAT+cocaine = 0.555

CC(C)(C)OC(=O)[C@H](Cc1ccccc1)NC(=O)c1[nH]cnc1C(=O)Nc1cccc(Cl)c1
  hDAT+cocaine = 0.557

CNc1ccccc1C(=O)OC
  hDAT+cocaine = -0.277

CC(=O)Oc1cc(O)c2c(=O)c(OC(C)=O)c(-c3ccc(OC(C)=O)c(OC(C)=O)c3)oc2c1
  hDAT+cocaine = 0.222

O=C1CC(c2ccc(O)cc2)Oc2cc(O)ccc21 (stereo unspecified)
  hDAT+cocaine = 0.58

C#CCOCCOCCOCCNc1nc(N2CCN(C(=O)C([C@@H](C)CC)n3cc(C(N)COC(=O)C(F)(F)F)nn3)CC2)nc(N2CCN(C(=O)[C@H](Cc3cc4ccccc4[nH]3)n3cc(C(N)CO)nn3)CC2)n1 (stereo partly specified)
  hDAT+cocaine = -0.304

O=C(Cc1ccccc1[N+](=O)[O-])NCc1ccc(Cl)cc1
  hDAT+cocaine = 1.16

COC(=O)CCC(=O)OC1(C)C(=O)C2=CN(c3ccc(OC)cc3)C(c3ccc(OC)cc3)=CC2=C(Br)C1=O (stereo unspecified)
  hDAT+cocaine = -0.0937

CCC(C)[C@@H](C(=O)N1CCNCC1)n1cc(CCCN=C(N)N)nn1 (stereo partly specified)
  hDAT+cocaine = -0.349

CC(C)=CCCC1(C)C=Cc2c(c(C)cc3c2[nH]c2cc(O)ccc23)O1 (stereo unspecified)
  hDAT+cocaine = -0.0311

Nc1cccc(C(=O)O)c1
  hDAT+cocaine = -0.126

CC1=C(N2CCOCC2)CCC1=O
  hDAT+cocaine = 0.757

CC1(c2nnc(-c3ccccc3)o2)CC(c2cccnc2)=NO1 (stereo unspecified)
  hDAT+cocaine = 0.735

COC(=O)C1=C(C(=O)OC)[C@@H]2N(Cc3ccccc3)c3ccccc3[C@@]23C[C@@H](C(=O)OC)N(C(=O)CC(C)C)C3=N1
  hDAT+cocaine = 0.956

COC(=O)C[C@H]1c2cc(F)cc(F)c2S(=O)(=O)N1C1CCN(Cc2ccccc2)CC1
  hDAT+cocaine = 0.0843

NC(=O)c1cc[n+](CC2=C(C(=O)O)N3C(=O)[C@@H](NC(=O)C(c4ccccc4)S(=O)(=O)[O-])[C@H]3SC2)cc1 (stereo partly specified)
  hDAT+cocaine = 0.0799

Cc1cc2cc(CNC(=O)C3CCCC3)ccc2n1C
  hDAT+cocaine = 0.157

CC1(c2nnc(-c3ccc(Cl)cc3)o2)CC(c2c(Cl)cccc2Cl)=NO1 (stereo unspecified)
  hDAT+cocaine = 0.83

COc1ccc(CN2[C@@H](CC(=O)O)c3cc(C(F)(F)F)ccc3S2(=O)=O)cc1
  hDAT+cocaine = 0.763

CC(C)(C)[C@@H]1C=C(C(=O)N2CCN(Cc3ccccc3)CC2)O[C@H](OCCCCO)C1
  hDAT+cocaine = 0.683

COc1cccc(N2[C@@H](CC(C)=O)c3ccccc3S2(=O)=O)c1
  hDAT+cocaine = -0.00239

COC(=O)c1ccc(CN2[C@H](C(=O)OC)C[C@@]3(O)[C@@H](O)[C@@H](O)[C@@H](O)C[C@@H]23)cc1
  hDAT+cocaine = -0.0607

C[C@@H]1[C@@H](Sc2ccccc2)CC(=O)O[C@@H]1c1ccc(-c2ccccc2)cc1
  hDAT+cocaine = -1.05

Cc1ccc(C(c2sc3nc(C)nn3c2O)N2CCN(CCO)CC2)cc1 (stereo unspecified)
  hDAT+cocaine = 1.19

COC(=O)[C@@]1(Cc2ccc(OC)cc2)[C@H]2c3cc(C(=O)N(C)C)n(C[C@H](O)CO)c3C[C@H]2CN1C(=O)c1ccccc1
  hDAT+cocaine = -0.16

CCOC(=O)c1sc(NC(=O)CSc2nc3c(c(=O)n2-c2ccc(C)cc2)SCC3)c(C(=O)OCC)c1C
  hDAT+cocaine = -1.34

CCCCC1=CC2=CC(=O)C(C)(OC(=O)C3CCCC3)C(=O)C2=CO1 (stereo unspecified)
  hDAT+cocaine = -0.163

CCO[C@@H]1OC(C(N)=O)=C[C@H](c2ccc(C(F)(F)F)cc2)[C@H]1CCCO
  hDAT+cocaine = -0.0475

COC(C[C@H]1O[C@@H]1[C@H](O)COCc1ccccc1)OC
  hDAT+cocaine = 0.35

CC(C)(C)CN1C(N)=NC[C@@H]1Cc1ccc(O)cc1
  hDAT+cocaine = -3.81*

COc1ccc(CCNC(=O)C2CC(c3ccc(C(F)(F)F)cc3)=NO2)cc1 (stereo unspecified)
  hDAT+cocaine = 0.292

CCCCCc1cc(=O)oc2c(C(CCN3CCCC(C)C3)c3ccc(OC)cc3)c(OC)cc(OC)c12 (stereo unspecified)
  hDAT+cocaine = -0.207

CN(C)CCCNc1ccc(-c2cc(Nc3cccc(Cl)c3)ncn2)cn1
  hDAT+cocaine = -0.319

C=CCNC(=O)C1CC2Cn3c(nc4ccccc43)C2N1C (stereo unspecified)
  hDAT+cocaine = -1.17

CNC(=O)c1nc(C)c(C2(C)CC(c3ccccc3)=NO2)s1 (stereo unspecified)
  hDAT+cocaine = -0.535

NC(=O)C1=C[C@@H](c2ccccc2)C[C@@H](OCCCCO)O1
  hDAT+cocaine = -0.154

CC1=C[C@@H](C)[C@@H](c2ccccc2)OC1=O
  hDAT+cocaine = -0.169

Cc1ccc(CNC(=O)C(=O)NCC2OCCN2C(=O)c2ccc(Cl)cc2)cc1 (stereo unspecified)
  hDAT+cocaine = 0.932

Sorted by value in hDAT+cocaine (smallest number first): some entries from above.
mol	hDAT+cocaine
CC(C)(C)CN1C(N)=NC[C@@H]1Cc1ccc(O)cc1	-3.81*
C=CCNC(=O)C1CC2Cn3c(nc4ccccc43)C2N1C (stereo unspecified)	-1.17
CNC(=O)c1nc(C)c(C2(C)CC(c3ccccc3)=NO2)s1 (stereo unspecified)	-0.535
CC1=C[C@@H](C)[C@@H](c2ccccc2)OC1=O	-0.169

Additional entries
C[C@]12CCC(=O)C=C1CC[C@@H]1[C@@H]2C(=O)C[C@@]2(C)[C@H]1CC[C@]2(O)C(=O)CO
  hDAT+cocaine = -0.639

COc1c(F)cc2[nH]c3c(c2c1F)CCNC3=O
  hDAT+cocaine = 0.387

C[C@@H](C(=O)NCCc1c[nH]c2ccccc12)[C@@H]1C[C@@]1(C)[C@@H](NC(=O)OCc1ccccc1)c1ccccc1
  hDAT+cocaine = 1.12

O=C(NC1CC1)C1=C[C@@H](C2CCCCC2)C[C@@H](OCc2ccc(CO)cc2)O1
  hDAT+cocaine = 0.582
